Myeloid diff 2: compounds promoting myeloid differentiation. 360,000 tested, 1% active. calls only at 10 µM. ER-HoxA9 myeloid progenitors, lysozyme-GFP differentiation, flow cytometry;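 active = normalized GFP-positive differentiation at or above the plate's own cutoff, the solvent-only control mean plus 3 SD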;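 note: cells exposed to compound for four days before flow analysis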
TNAP activation fold: human TNAP enzyme activators, primary screen, biochemical, luminescent, no phosphate acceptor, uHTS (AID 1001) | one-dose activation fold at 20 µM; EC50 in µM for titrated hits | 200,000 tested, 0.03% active | purified TNAP, luminescent activation assay, no phosphate acceptor; higher activation fold means a stronger effect; in the data active = activation fold from about 3, or a potency from the dose series; inactive = the rest, 99 in 100 with activation fold below about 1.6; note: many of its hits are not listed in these tables
XIAP antagonists: small molecules displacing peptide from XIAP – biochemical, IAP family, fluorescence polarization (AID 1018); 200,000 tested, 0.007% active; XIAP BIR domain, fluorescence polarization peptide displacement; higher % means a stronger effect; displacement, % at 20 µM; hits with a dose series show IC50 in µM; in the data active = displacement above about 50%; note: a part of the inactive calls stands beside numbers as strong as those of hits
M17LAP inhibition: P. falciparum M17LAP inhibitors, primary screen, biochemical, fluorogenic H-Leu-NHMec substrate, 1536-well (AID 1619) | 220,000 tested, 0.38% active | recombinant M17LAP, H-Leu-NHMec fluorogenic kinetic assay; higher % means a stronger effect | inhibition, % at 30 µM; hits with a dose series show IC50 in µM;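 active = compound inhibiting the enzyme by more than half at any dose during confirmatory dose-response retesting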;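 note: plate controls were full reaction with DMSO carrier for no effect and no enzyme background for full effect; strong numbers were not always called active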
LYP inhibition: inhibitors of LYP phosphatase, biochemical, fluorescence intensity, uHTS (AID 1779) | inhibition, % at 11.5 µM; hits with a dose series show IC50 in µM | 290,000 tested, 0.054% active | recombinant LYP phosphatase, fluorescence intensity; higher % means a stronger effect;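 note: plate controls were vehicle with enzyme for no effect and no enzyme for full effect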
P. falciparum M1AAP: malaria alanyl aminopeptidase activity blockers – biochemical, fluorogenic H-Leu-NHMec substrate, 1536-well (AID 1445) | recombinant M1AAP, H-Leu-NHMec fluorogenic kinetic assay; higher % means a stronger effect | inhibition, % at 30 µM; hits with a dose series show IC50 in µM | 220,000 tested, 0.42% active;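 active = primary inhibition above the hit cutoff, then over 50% inhibition at one or more dose response concentrations, cut at about 23% in these data, passing the limit was not always enough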;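 note: plate controls were DMSO full reaction for no effect and no enzyme background for full effect; strong numbers were not always called active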
PMI inhibition: MPI inhibition at elevated mannose 6-phosphate – biochemical, fluorescence intensity, high mannose 6-phosphate, primary screen (AID 1220); recombinant PMI enzyme, coupled fluorescence intensity; higher % means a stronger effect; inhibition, % at 20 µM, or IC50 in µM where a hit was titrated; 190,000 tested, 0.66% active
ER stress rescue: protection against thapsigargin-triggered cell killing – 384-well, CSM14.1, ATP luminescence, primary screen (AID 1222). CSM14.1 thapsigargin-induced death rescue, ATP luminescence; higher % means a stronger effect. cellular ATP content (survival), % at 20 µM; hits with a dose series show EC50 in µM. 190,000 tested, under 10 active;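 active = EC50 below 50 µM in the dose-response confirmation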;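 note: death triggered by thapsigargin at about 15 µM added after 2 h compound pretreatment; cell ATP read after overnight thapsigargin exposure of roughly 18 to 22 hours; normalized against plate controls of thapsigargin alone and 5% DMSO vehicle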
PMI inhibitors: inhibitors of human PMI, primary screen, biochemical, fluorescence intensity, coupled assay (AID 1209) | purified PMI enzyme, coupled fluorescence intensity; higher % means a stronger effect | one-dose inhibition, % at 20 µM; IC50 in µM for titrated hits | 190,000 tested, 0.42% active;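 note: plate controls were DMSO vehicle for no effect and wells lacking substrate for full effect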
Myeloid diff 2 GFP+ MAC1+ %: also measured in Myeloid diff 2; calls as there; GFP+ MAC1+ double positive, %; measured here: differentiation confirmed by MAC1 staining
Numbers without * were called inactive. Cut-off read from the data, not from the text of the source, unless noted: active = inhibition above about 50%; inactive = the rest.

CC(=O)Nc1c(C(=O)c2ccccc2)oc2ccccc12 was read as Myeloid diff 2 inactive, TNAP activation fold 1.1, XIAP antagonists -1.9%, M17LAP inhibition 3%, LYP inhibition -5%, P. falciparum M1AAP 11%, PMI inhibition 1%, ER stress rescue -1.1%, PMI inhibitors 1% and Myeloid diff 2 GFP+ MAC1+ % 0.6.
`COCCN(C(=O)Cc1cccs1)C(C(=O)NCc1ccc(OC)cc1)c1ccc(C(C)C)cc1` (stereo not drawn) gave Myeloid diff 2 inactive, TNAP activation fold 1.1, XIAP antagonists -15%, M17LAP inhibition 14%, LYP inhibition 10%, P. falciparum M1AAP 2%, PMI inhibition 20%, ER stress rescue 2.9%, PMI inhibitors 19% and Myeloid diff 2 GFP+ MAC1+ % 10.
Screening c1ccc(N2CCN(Cc3cnc(N4CCOCC4)s3)CC2)cc1 returned Myeloid diff 2 inactive, TNAP activation fold 1, XIAP antagonists -5.1%, M17LAP inhibition -2%, LYP inhibition -4%, P. falciparum M1AAP 6%, PMI inhibition 11%, PMI inhibitors 5% and Myeloid diff 2 GFP+ MAC1+ % 0.7.
O=C(Cn1nnc2ccccc21)N/N=C/c1ccco1 was read as Myeloid diff 2 inactive, TNAP activation fold 1.1, XIAP antagonists -3.9%, M17LAP inhibition 18%, LYP inhibition 0%, P. falciparum M1AAP 6%, PMI inhibition 12%, ER stress rescue -0.2%, PMI inhibitors 24% and Myeloid diff 2 GFP+ MAC1+ % 0.4.
Screening Cc1ccc(NC(=O)c2cncc(Br)c2)c([N+](=O)[O-])c1 returned Myeloid diff 2 inactive, TNAP activation fold 1, XIAP antagonists -4.4%, M17LAP inhibition 13%, LYP inhibition -11%, P. falciparum M1AAP 4%, PMI inhibition 1%, ER stress rescue 1.3%, PMI inhibitors -13% and Myeloid diff 2 GFP+ MAC1+ % 1.0.
For C/C(=N/NC(=O)c1ccccn1)c1c[nH]c2ccccc12 the results were Myeloid diff 2 inactive, M17LAP inhibition 13%, LYP inhibition -8%, P. falciparum M1AAP -9% and Myeloid diff 2 GFP+ MAC1+ % 0.1.
COc1ccc(-c2cc(C(F)(F)F)c(C#N)c(=O)[nH]2)cc1 was read as Myeloid diff 2 inactive, M17LAP inhibition -77%, LYP inhibition -19%, P. falciparum M1AAP 17% and Myeloid diff 2 GFP+ MAC1+ % 0.1.
CCOc1ccc(CNC(=S)N/N=C\c2ccc([N+](=O)[O-])cc2)cc1 was read as Myeloid diff 2 inactive, TNAP activation fold 1, XIAP antagonists -5.8%, M17LAP inhibition 16%, LYP inhibition -2%, P. falciparum M1AAP 6%, PMI inhibition 7%, ER stress rescue -3.2%, PMI inhibitors 6% and Myeloid diff 2 GFP+ MAC1+ % 1.1.
For COc1ccc(S(=O)(=O)NCCc2nnc3ccc(SCC(=O)Nc4cc(C)on4)nn23)cc1 the results were Myeloid diff 2 inactive, TNAP activation fold 1.1, XIAP antagonists -3.6%, M17LAP inhibition 6%, LYP inhibition -6%, P. falciparum M1AAP -1%, PMI inhibition 0%, PMI inhibitors -2% and Myeloid diff 2 GFP+ MAC1+ % 0.4.
`C/C(CC(=O)Nc1cccc(F)c1)=N\NC(=O)C(=O)NC1CCCCC1` gave Myeloid diff 2 inactive, TNAP activation fold 1.1, XIAP antagonists -4.3%, M17LAP inhibition 4%, LYP inhibition -2%, P. falciparum M1AAP 6%, PMI inhibition 0%, ER stress rescue 14%, PMI inhibitors 8% and Myeloid diff 2 GFP+ MAC1+ % 0.2.
`O=S1(=O)CC/C(=N\O)c2ccccc21` gave Myeloid diff 2 inactive, TNAP activation fold 1.1, XIAP antagonists -0.7%, M17LAP inhibition -3%, LYP inhibition 1%, P. falciparum M1AAP 0%, PMI inhibition -5%, ER stress rescue -2.3%, PMI inhibitors 1% and Myeloid diff 2 GFP+ MAC1+ % 1.6.
Screening CCOC(=O)c1cc2sccc2n1CC(=O)Nc1ccc(OC)cc1 returned Myeloid diff 2 inactive, TNAP activation fold 1.2, XIAP antagonists -3.9%, M17LAP inhibition -8%, LYP inhibition -7%, P. falciparum M1AAP -4%, PMI inhibition -5%, ER stress rescue -0.5%, PMI inhibitors -5% and Myeloid diff 2 GFP+ MAC1+ % 0.7.
O=C(O)c1cc(=O)[nH]c2c(Cl)cccc12 was read as Myeloid diff 2 inactive, TNAP activation fold 1.1, XIAP antagonists 1.5%, M17LAP inhibition 7%, LYP inhibition -3%, P. falciparum M1AAP 4%, PMI inhibition -7%, ER stress rescue 0.5%, PMI inhibitors -16% and Myeloid diff 2 GFP+ MAC1+ % 0.7.
Screening COc1ccc(C2C([N+](=O)[O-])=C(C)N(C)C(=O)N2C)cc1OC (stereo not drawn) returned Myeloid diff 2 inactive, TNAP activation fold 1, XIAP antagonists -5.9%, M17LAP inhibition 10%, LYP inhibition -1%, P. falciparum M1AAP 2%, PMI inhibition -4%, ER stress rescue -1.0%, PMI inhibitors 0% and Myeloid diff 2 GFP+ MAC1+ % 0.3.
For CC1CCCCN1C(=O)/C(=C\c1ccccc1)c1ccccc1 (stereo not drawn) the results were Myeloid diff 2 inactive, TNAP activation fold 1.1, XIAP antagonists -2.3%, M17LAP inhibition 7%, LYP inhibition 0%, P. falciparum M1AAP 0%, PMI inhibition -2%, ER stress rescue 18%, PMI inhibitors 8% and Myeloid diff 2 GFP+ MAC1+ % 0.5.

Of the compounds above, these have a furan ring, fused or not:
CC(=O)Nc1c(C(=O)c2ccccc2)oc2ccccc12 was read as Myeloid diff 2 inactive, TNAP activation fold 1.1, XIAP antagonists -1.9%, M17LAP inhibition 3%, LYP inhibition -5%, P. falciparum M1AAP 11%, PMI inhibition 1%, ER stress rescue -1.1%, PMI inhibitors 1% and Myeloid diff 2 GFP+ MAC1+ % 0.6.
O=C(Cn1nnc2ccccc21)N/N=C/c1ccco1 was read as Myeloid diff 2 inactive, TNAP activation fold 1.1, XIAP antagonists -3.9%, M17LAP inhibition 18%, LYP inhibition 0%, P. falciparum M1AAP 6%, PMI inhibition 12%, ER stress rescue -0.2%, PMI inhibitors 24% and Myeloid diff 2 GFP+ MAC1+ % 0.4.

Carrying on.
For O=C(CSc1ccc2c(c1)OCCO2)NCCN1C(=O)CSC1=O the results were Myeloid diff 2 inactive, TNAP activation fold 1, XIAP antagonists -6.6%, M17LAP inhibition 9%, LYP inhibition 0%, P. falciparum M1AAP 10%, PMI inhibition 4%, ER stress rescue -1.2%, PMI inhibitors -3% and Myeloid diff 2 GFP+ MAC1+ % 1.6.
`O=C(O)c1ccc(CNC(=S)Nc2ccccc2)cc1` gave Myeloid diff 2 inactive, TNAP activation fold 1.1, XIAP antagonists -4.2%, M17LAP inhibition -9%, LYP inhibition -5%, P. falciparum M1AAP -3%, PMI inhibition -1%, ER stress rescue 0.3%, PMI inhibitors -4% and Myeloid diff 2 GFP+ MAC1+ % 0.4.
For COc1ccc(OCc2nnc(SCC(=O)O)n2N)cc1 the results were Myeloid diff 2 inactive, TNAP activation fold 1, XIAP antagonists -22%, M17LAP inhibition 20%, LYP inhibition -4%, P. falciparum M1AAP 3%, PMI inhibition 3%, ER stress rescue 1.7%, PMI inhibitors 5% and Myeloid diff 2 GFP+ MAC1+ % 1.4.
`O=C(OCc1ccccc1)C1=[N+]([O-])OC(C(=O)OCc2ccccc2)C1c1c[nH]c2ccccc12` (stereo not drawn) gave Myeloid diff 2 inactive, TNAP activation fold 1.1, XIAP antagonists -2.9%, M17LAP inhibition 40%, LYP inhibition 0%, P. falciparum M1AAP 16%, PMI inhibition 14%, ER stress rescue 1.6%, PMI inhibitors 21% and Myeloid diff 2 GFP+ MAC1+ % 0.7.
`CC(C)CCNCC(=O)NC(c1ccccc1)c1ccccc1` gave Myeloid diff 2 inactive, TNAP activation fold 1.1, XIAP antagonists -3.8%, M17LAP inhibition 9%, LYP inhibition -2%, P. falciparum M1AAP -1%, PMI inhibition 3%, ER stress rescue -0.8%, PMI inhibitors 5% and Myeloid diff 2 GFP+ MAC1+ % 0.8.
Screening Cn1nnc2cc(C(=O)NC3CCCCC3)ccc21 returned Myeloid diff 2 inactive, TNAP activation fold 1.1, XIAP antagonists -0.2%, M17LAP inhibition 11%, LYP inhibition -4%, P. falciparum M1AAP 1%, PMI inhibition -2%, ER stress rescue 3.2%, PMI inhibitors 4% and Myeloid diff 2 GFP+ MAC1+ % 0.3.
For CCOC(=O)N1CCN(C(=O)CSc2nnc(COc3ccc(Cl)cc3)o2)CC1 the results were Myeloid diff 2 inactive, TNAP activation fold 1.1, XIAP antagonists 1.8%, M17LAP inhibition 11%, LYP inhibition 4%, P. falciparum M1AAP 11%, PMI inhibition 4%, PMI inhibitors 6% and Myeloid diff 2 GFP+ MAC1+ % 1.5.
C=CCNC(=O)c1c(C(F)(F)F)nn(C)c1Cl was read as Myeloid diff 2 inactive, TNAP activation fold 1, XIAP antagonists -4.2%, M17LAP inhibition 2%, LYP inhibition 1%, P. falciparum M1AAP -2%, PMI inhibition -6%, ER stress rescue -0.3%, PMI inhibitors -13% and Myeloid diff 2 GFP+ MAC1+ % 0.3.
Screening CC(=O)N1CCN=C1SCc1c(F)cccc1Cl returned Myeloid diff 2 inactive, TNAP activation fold 1, XIAP antagonists -4.7%, M17LAP inhibition 7%, LYP inhibition -4%, P. falciparum M1AAP 2%, PMI inhibition 18%, ER stress rescue -2.0%, PMI inhibitors 13% and Myeloid diff 2 GFP+ MAC1+ % 2.2.
CCOC(=O)CNC(=S)n1ncnc1N was read as Myeloid diff 2 inactive, TNAP activation fold 2.1, XIAP antagonists -4.5%, M17LAP inhibition 0%, LYP inhibition -2%, P. falciparum M1AAP 4%, PMI inhibition -12%, PMI inhibitors -9% and Myeloid diff 2 GFP+ MAC1+ % 0.4.
Screening CC(=O)NC1=NN(C(C)=O)C(C)(c2ccc(Br)cc2)S1 (stereo not drawn) returned Myeloid diff 2 inactive, TNAP activation fold 1.1, XIAP antagonists -5.0%, M17LAP inhibition 10%, LYP inhibition 4%, P. falciparum M1AAP 3%, PMI inhibition -3%, ER stress rescue -1.2%, PMI inhibitors -6% and Myeloid diff 2 GFP+ MAC1+ % 0.6.
Screening Cc1onc(-c2ccccc2)c1C(=O)Nc1nnc(COc2ccc(Cl)cc2)s1 returned Myeloid diff 2 inactive, TNAP activation fold 1.1, XIAP antagonists -9.0%, M17LAP inhibition 2%, LYP inhibition 15%, P. falciparum M1AAP -7%, PMI inhibition 33%, PMI inhibitors 76%* and Myeloid diff 2 GFP+ MAC1+ % 1.8.
`Cc1cc(C)n(-c2ncc3c(n2)N(CCO)CCOC3=O)n1` gave Myeloid diff 2 inactive, M17LAP inhibition -5%, LYP inhibition -2%, P. falciparum M1AAP 6% and Myeloid diff 2 GFP+ MAC1+ % 0.4.
